SUMO1 PPI mod: SUMO1-SIM interaction modulation; P63165; SUMO1 binding to a labelled peptide, TR-FRET, 1 h; inhibition, % at 20 µM; 360,000 compounds, 0.33% hits; AID 602429; in the data active = inhibition above about 37%
Target sequence (P63165 whole entry, looked up): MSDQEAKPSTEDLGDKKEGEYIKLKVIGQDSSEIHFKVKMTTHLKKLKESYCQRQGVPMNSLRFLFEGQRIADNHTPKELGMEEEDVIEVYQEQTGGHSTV
bovine MsrA act: activators of bovine methionine sulfoxide reductase A; activation, % at 10.6 µM; 360,000 compounds, 0.3% hits; purified bovine MsrA, absorbance read-out; AID 602163; in the data active = activation above about 7.5%;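 note: 0% = vehicle and 100% = reference activator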
MsrA inhibitor: inhibits bovine methionine sulfoxide reductase A | purified bovine MsrA, absorbance read-out | inhibition, % at 15.5 µM | 360,000 compounds, 0.75% hits | AID 651718; in the data active = inhibition above about 4.5%;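 note: 0% = vehicle wells with enzyme and 100% = reference inhibitor wells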
CendR NRP1 mod: alters CendR peptide binding to human NRP-1. O14786. FAM-RPARPAR peptide binding to NRP-1, fluorescence polarization. inhibition, % at 25 µM. 360,000 compounds, 0.85% hits. AID 602438;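 active = inhibition or corrected inhibition above about 18%, plus a signal ratio from 0.5 to 1.5, limit read from the data, passing the limit was not always enough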; note: strong numbers were not always called active
eLon inh: E. coli protease La inhibition; purified E. coli Lon protease, fluorescence polarization; P0A9M0; inhibition, % at 7.94 µM; 360,000 compounds, 0.42% hits; in the data active = inhibition above about 13%, passing the limit was not always enough;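 note: 0% = enzyme with probe and DMSO and 100% = no enzyme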
Tb MetRS inh: Trypanosoma brucei MetRS inhibition; purified T. brucei MetRS, ATP depletion, Kinase-Glo luminescence; inhibition, % at 11.9 µM; 360,000 compounds, 0.4% hits;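 active = inhibition above a per-plate cutoff of the control wells' mean inhibition plus 3 SD, cut at about 5.5% in these data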;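 note: 0% = DMSO wells median and 100% = median of wells with control inhibitor compound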
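Material: parasite MetRS enzyme / Replication: singlicate, one well per compound / Signal: luminescence of leftover ATP / Schedule: 2 h aminoacylation at 25 °C after 15 min preincubation / Medium: HEPES-MgCl2-KCl buffer plus DTT, spermine, BSA, pyrophosphatase / Doses: 11.9 µM single point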
STEP block: STEP (human) phosphatase inhibition | 360,000 compounds, 0.25% hits | inhibition, % at 20 µM | recombinant STEP, OMFP fluorogenic substrate, fluorescence | P54829;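 active = inhibition at 20 µM, scaled per plate between control wells, above about 37%, limit read from the data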;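 note: 0% = DMSO with enzyme and substrate and 100% = substrate only without enzyme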
Target sequence (P54829 whole entry, looked up): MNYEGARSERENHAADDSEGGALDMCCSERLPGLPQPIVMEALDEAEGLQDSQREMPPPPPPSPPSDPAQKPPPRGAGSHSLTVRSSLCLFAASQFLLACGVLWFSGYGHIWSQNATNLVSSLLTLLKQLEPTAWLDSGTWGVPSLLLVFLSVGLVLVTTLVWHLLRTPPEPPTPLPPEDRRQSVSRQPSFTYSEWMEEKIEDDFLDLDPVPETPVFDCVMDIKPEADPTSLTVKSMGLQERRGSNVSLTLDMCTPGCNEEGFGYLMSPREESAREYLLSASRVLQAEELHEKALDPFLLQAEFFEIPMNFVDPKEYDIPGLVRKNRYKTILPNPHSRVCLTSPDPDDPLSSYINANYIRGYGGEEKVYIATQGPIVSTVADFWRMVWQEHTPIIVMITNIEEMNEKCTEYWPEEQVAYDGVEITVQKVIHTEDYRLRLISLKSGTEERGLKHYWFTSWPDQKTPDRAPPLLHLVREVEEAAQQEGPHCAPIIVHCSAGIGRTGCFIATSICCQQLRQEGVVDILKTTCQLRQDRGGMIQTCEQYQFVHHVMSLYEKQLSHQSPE
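medium = Bis-Tris buffer pH 6.0, 2.5 mM DTT, 0.005% Tween 20 | test system = STEP (striatal-enriched tyrosine phosphatase) enzyme, cell-free | measure = normalized % inhibition | compound dosing = 20 µM, 1% DMSO | also added = 25 µM OMFP | schedule = reaction 20 min, ambient temperature | measured by = fluorescence read at 480 nm ex / 540 nm em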
DNMT1 block: DNMT1 (human) enzyme inhibition | inhibition (reported as % activation of signal), % at 10 µM | DNMT1 molecular beacon, Hinp1I cleavage, fluorescence | P26358 | 360,000 compounds, 0.83% hits; in the data active = inhibition above about 50%
LMPTP block: blocks human LMPTP phosphatase | P24666 | 360,000 compounds, 0.22% hits | inhibition, % at 20 µM | recombinant LMPTP-A, OMFP fluorogenic substrate, fluorescence intensity;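 active = compounds that cut the enzyme signal by at least half of the control window in the single-dose screen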;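 note: plate controls were DMSO wells with enzyme plus substrate for no effect and substrate without enzyme for full effect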
Target sequence (P24666 whole entry, looked up): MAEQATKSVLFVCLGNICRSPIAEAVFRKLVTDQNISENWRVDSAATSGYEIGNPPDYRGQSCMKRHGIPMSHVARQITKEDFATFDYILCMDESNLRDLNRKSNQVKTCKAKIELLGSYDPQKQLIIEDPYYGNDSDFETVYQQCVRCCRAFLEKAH
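Assay system: LMPTP-A enzyme. Input: 0.625 nM LMPTP-A final. Probe or stimulus: 400 µM OMFP. Compound dosing: single 20 µM dose. Schedule: 50 min dark incubation at room temperature. Detection: fluorescence intensity of OMFP turnover product. Read-out: percent inhibition versus substrate-only and uninhibited controls. Benchmarks: no-enzyme low control, uninhibited high control.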
Scp-1 inhibitor: inhibitors of human Scp-1 phosphatase. Recombinant Scp1, phosphopeptide, malachite green phosphate absorbance. inhibition, % at 20 µM. AID 493091. Q9GZU7. 340,000 compounds, 0.88% hits;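 active = inhibition above about 50% at 20 µM, limit read from the data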;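 note: plate controls were DMSO wells with enzyme for no effect and wells lacking enzyme for full effect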
Target sequence (Q9GZU7 76-261 limits assumed): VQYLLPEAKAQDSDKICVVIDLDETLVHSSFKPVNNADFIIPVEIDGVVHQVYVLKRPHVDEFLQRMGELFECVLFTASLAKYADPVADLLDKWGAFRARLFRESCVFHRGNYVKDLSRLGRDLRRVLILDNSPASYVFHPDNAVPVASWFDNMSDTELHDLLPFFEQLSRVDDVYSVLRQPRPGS
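Material – SCP-1 phosphatase catalytic domain, residues 76-261 · Buffer or medium – Acidic Tris acetate buffer with magnesium and detergent · Also added – Phospho 17-mer peptide substrate · Compound – single 20 µM dose, 1% DMSO · Times – 45 min room-temperature reaction, 5 min colour, 30 min stabiliser · Technique – Phosphate-binding colour reagent, absorbance read at 630 nm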
Active calls of the source: *; nt = not tested or not shown.

SMILES	SUMO1 PPI mod	bovine MsrA act	MsrA inhibitor	CendR NRP1 mod	eLon inh	Tb MetRS inh	STEP block	DNMT1 block	LMPTP block	Scp-1 inhibitor
Cc1cc(C)n(-c2nc3ccccc3c3nc(C)nn23)n1	2	-8	0.1	-7	-8	-1.0	-3	2	-1.8	3
CC(C)(C)OC(=O)C[C@H]1C/C=C\C[C@H](CC(=O)N[C@H](CO)Cc2ccccc2)C(=O)N2CCC[C@@H]2COC1=O	0	0	-0.4	7	-2	-0.3	2	1	8.4	6
O=C(CNCc1ccco1)Nc1ccccc1-n1cccc1	-1	-2	0.0	4	-5	1.0	-4	9	-1.5	-9
CC(C)Cc1ccc(CN2CCCC(NC(=O)CCN3CCOCC3)C2)cc1 (stereo not drawn)	-2	-2	-0.8	-3	-5	-0.5	1	4	-2.9	-8
CCOC(=O)C1CCCN(C(=O)C2CCN(S(=O)(=O)N3CCC4(CC3)OCCO4)CC2)C1 (stereo not drawn)	2	-3	-1.2	-8	14	-0.4	-6	2	-0.3	0
CCCn1nnc2sc3c(c2c1=O)CCC(C)C3 (stereo not drawn)	-21	0	-0.5	-6	1	-0.2	9	0	0.7	-15
COC(=O)NNC(=O)c1ccccc1OC	7	-3	1.1	9	-3	-0.3	1	1	-1.8	-5
Cc1ccsc1/C=N/NC(=O)c1ccncc1	-5	-3	2.8	-1	-1	0.1	1	1	-0.4	-2
O=C(c1cccnc1)N1c2ccccc2Sc2ccccc21	-1	-1	1.5	-4	2	-1.0	0	-3	-0.5	-1
O=C(NNC(=O)c1ccc(-n2cncn2)c([N+](=O)[O-])c1)c1ccccc1	-28	0	0.7	-10	-13	17*	1	3	-0.3	-8
COc1ccc(C(=O)SC2=NCCS2)cc1	2	-2	3.5	16	3	-0.1	-3	2	0.3	-12
Cc1ccc(N2C(=O)N3[C@H](c4ccc(Cl)cc4)[C@@H]4C(=O)N(C5CCCCC5)C(=O)[C@@H]4[C@]3(Cc3ccccc3)C2=O)cc1	-2	-4	0.8	20	10	-0.3	5	-13	-0.5	-12

Entries shown so far that contain an aryl methoxy group:
SMILES	SUMO1 PPI mod	bovine MsrA act	MsrA inhibitor	CendR NRP1 mod	eLon inh	Tb MetRS inh	STEP block	DNMT1 block	LMPTP block	Scp-1 inhibitor
COC(=O)NNC(=O)c1ccccc1OC	7	-3	1.1	9	-3	-0.3	1	1	-1.8	-5
COc1ccc(C(=O)SC2=NCCS2)cc1	2	-2	3.5	16	3	-0.1	-3	2	0.3	-12

Further records:
SMILES	SUMO1 PPI mod	bovine MsrA act	MsrA inhibitor	CendR NRP1 mod	eLon inh	Tb MetRS inh	STEP block	DNMT1 block	LMPTP block	Scp-1 inhibitor
O=C(NCc1cccc(C(F)(F)F)c1)c1ccc2sc(C3=C[C@@H](O)[C@@H](O)[C@@H](CO)O3)nc2c1	0	-2	nt	-26	-14	0.5	-3	-5	-1.3	nt
Cc1ccc2c(c1)[C@H]1[C@H](CO2)[C@H](c2ccccc2)[C@]2(C)C(=O)Nc3ccccc3C(=O)N12	-4	-1	0.2	6	3	0.1	2	-7	7.5	-14
CN(C)c1ccc2c(c1)OC(N)=C(C#N)C2c1cccc(F)c1 (stereo not drawn)	-22	-7	nt	122	-232	2.2	-36	13	3.7	-3
COC(=O)c1ccc(NC(=O)C(=O)N2CCCC2)cc1	0	0	2.2	11	-3	0.5	1	1	-1.0	3
O=C(Cc1cccc2ccccc12)N1CCCc2ccccc21	2	-4	-1.7	-1	1	-0.1	0	1	1.9	-10
CNC(=O)c1ccccc1NC(=O)C1CC(=O)N(C(C)C)C1 (stereo not drawn)	-1	-1	0.1	7	-8	-0.3	-1	-2	-1.5	-4
Cc1c(N=Cc2cc(Br)cc(Br)c2O)cccc1C(=O)O	-5	-6	-0.8	-86	-8	0.4	-1	-1	-1.4	-6
COc1cc(NC(=O)COc2ccccc2Cl)ccc1NC(=O)C(C)C	2	-3	2.7	-10	1	-0.1	2	-4	-0.3	-7
CC(C)N=C(Nc1cccnc1)c1ccccc1	-2	2	-0.9	4	2	0.6	-1	-1	-0.8	-6
CCn1cc(CN2CCCC(C(=O)Nc3cccc(-c4cc5ccccc5[nH]4)c3)C2)c(C)n1 (stereo not drawn)	0	-12	-1.7	4	0	-0.3	1	-5	-0.6	0
CN1CCCN(S(=O)(=O)c2cccc(Cl)c2Cl)CC1	-1	-8	0.7	5	1	-0.1	0	3	-5.3	-3
CC1=C(C(=O)N2CCOCC2)CC(CC(=O)NCC2CCCCC2)C(=O)N1Cc1ccccc1 (stereo not drawn)	0	-2	0.5	-5	3	-0.9	0	7	-0.7	nt
C/C(CCc1oc2ccccc2c1-c1ccc(C)o1)=N/O	-1	-4	0.6	7	2	-0.4	0	-7	3.4	-2
COc1cc2c(cc1OC)CN(C(=O)Nc1ccccc1)CC2	-1	0	-0.6	1	-2	-0.6	3	1	2.3	-5
CCCCN1C2=C(C(=O)CCC2)C(c2ccc(Cl)c(Cl)c2)C2=C1c1ccccc1C2=O (stereo not drawn)	-11	-1	-0.2	-6	3	0.1	2	-1	4.0	-12
COc1ccc(CCNC(=O)c2nnn(CC(=O)Nc3ccccc3)c2N)cc1OC	-3	-5	0.6	12	-5	-0.2	2	-1	0.7	-6
CCNC(=O)C1(C)CCN(C(=O)c2ccccc2OC)C1 (stereo not drawn)	1	-1	-0.2	0	-7	0.3	1	4	0.0	nt
COc1ccccc1NC(=O)CN1CCN(CC(=O)Nc2cc(C)ccc2OC)CC1	2	2	2.0	7	2	0.7	1	1	-0.6	5
COc1ccc(-c2cn3cccnc3n2)cc1F	-12	-4	3.9	5	7	-0.7	1	2	0.2	-8
O=C(NCc1cccnc1)c1cc(C2CCCCN2C(=O)CCc2ccccc2)on1 (stereo not drawn)	0	-1	0.2	6	-3	0.0	0	10	0.1	nt
COc1ccc(C2(CN(C(C)=O)C(C)=O)CCCC2)cc1OC	0	0	-0.8	14	0	-0.4	3	3	-3.2	-10
CC1(C)CCCN(C(=O)c2coc(=O)c(Br)c2)C1	3	1	4.9*	-64	-6	0.7	97*	87*	54*	96*
CCn1c(Cc2cccs2)nnc1SCC(=O)Nc1ccc(OC)c(OC)c1	3	0	-0.7	6	1	-0.9	2	1	-0.7	-5
C=CCNc1cnn(-c2ccccc2)c(=O)c1Cl	-2	-1	1.4	5	6	-0.3	-3	-3	-0.6	-4

Copied from the list:
CCNC(=O)C1(C)CCN(C(=O)c2ccccc2OC)C1 (stereo not drawn) in MsrA inhibitor has -0.2
COc1ccc(-c2cn3cccnc3n2)cc1F in MsrA inhibitor has 3.9

Additional results
SMILES	SUMO1 PPI mod	bovine MsrA act	MsrA inhibitor	CendR NRP1 mod	eLon inh	Tb MetRS inh	STEP block	DNMT1 block	LMPTP block	Scp-1 inhibitor
COc1ccccc1NS(=O)(=O)c1cc(NC(=O)c2ccncc2)ccc1N1CCCC1	16	-6	0.1	3	-5	-0.5	4	-5	1.4	-6
CC1CN(S(=O)(=O)c2cccc(C(=O)OCC(=O)Nc3ccc4c(c3)OCO4)c2)CC(C)O1 (stereo not drawn)	1	-5	-0.3	-1	-5	0.2	1	-5	2.4	3
COc1ccc(CCNC(=O)Nc2nc(CN)cs2)cc1OC	-3	-3	0.6	14	4	0.5	2	-1	-2.4	nt
CCCCn1c(N)c(N(CC(C)C)C(=O)c2ccc(S(=O)(=O)N3CCCCC3)cc2)c(=O)[nH]c1=O	-6	0	0.8	0	5	-0.1	-2	1	-0.9	-4
CC(C)NS(=O)(=O)c1ccc(NC(=O)C2CCCCC2)cc1	2	-10	0.9	3	-14	-0.2	-2	0	-2.3	-4
COc1ccc(NC(=O)Cn2ncn3nc(-c4ccc(OC)cc4)cc3c2=O)cc1	5	-3	-0.9	-8	-1	0.0	2	20	-2.0	-8
C=CC[C@@H](CC(=O)N(CCO)Cc1ccccc1)C(=O)NC[C@@H](OC(=O)[C@@H](CC=C)CC(=O)OC(C)(C)C)c1ccccc1	3	0	-0.5	10	-1	-0.3	0	2	-1.0	-14
Cc1ccc(NC(=O)c2cccs2)cc1NC(=O)c1ccccc1Cl	-7	-9	0.2	4	9	-1.3	-2	5	-2.4	-7
O=C(Nc1ccc(Br)cc1)C1C2C=CC3(O2)C1C(=O)N(CCN1CCOCC1)C3C(=O)NC1CCCCC1 (stereo not drawn)	3	0	-0.1	7	3	-0.3	-3	2	-0.3	-8
COC(=O)c1[nH]c(C)c(/C(O)=C2\C(=O)C(=O)N(CCN(C)C)C2c2cc(OC)ccc2OC)c1C (stereo not drawn)	1	0	2.5	8	-5	0.6	-2	-3	1.3	1
Cn1cccc1/C=N/NC(=O)c1ccco1	-4	0	5.9*	1	1	0.6	0	1	-0.4	-4
CC1CC(C)(C)NC(=S)N1CCC(=O)NCc1ccc(F)cc1 (stereo not drawn)	0	-13	-0.1	-15	-14	-0.6	-2	4	-0.5	5
O=C(OCn1ncc(Cl)c(Cl)c1=O)c1ccc(C(F)(F)F)cc1	-29	-2	1.1	-9	7	-0.6	-3	29	0.7	49
O=C(COC(=O)c1ccc(O)cc1)NC1CCCCCCC1	-3	-1	-0.3	-8	-2	-0.2	-1	-6	-1.4	nt
COCCCn1c(SCC(=O)OC2CCCCC2)nnc1-c1ccco1	1	-7	nt	3	-4	-0.9	3	2	-0.7	-8
OCCNCCCCSc1ccc(Cl)cc1	-3	-3	-0.9	3	0	-0.2	-1	1	-0.6	-1
COc1ccc(C(NC(=O)C2CCN(CCOc3ccc(Cl)cc3)CC2)c2cccs2)cc1 (stereo not drawn)	0	-6	1.3	-12	3	-0.5	5	0	0.5	nt
COc1cc(NS(=O)(=O)c2ccc(NC(=S)NC(=O)C3CCCC3)cc2)nc(OC)n1	11	6	-0.7	2	-3	-0.3	10	-3	0.2	22
COCCN(C(=O)CSc1nnc(-c2cccc(F)c2)n1N)c1c(N)n(Cc2ccccc2)c(=O)[nH]c1=O	2	-2	-0.3	4	-1	-0.2	-2	-2	-0.8	4
CCC(=O)Nc1ccc(C(=O)n2ccc(C)n2)cc1	0	-4	2.2	10	-2	-1.0	-2	9	-0.9	0
COc1cc(C)c(Cl)cc1S(=O)(=O)N(C)C	-2	-5	0.7	-5	3	-0.7	1	-2	-3.3	-3
C=CCSc1nnc(NC(=O)c2cn(CC)c3nc(C)ccc3c2=O)s1	13	-2	0.0	-38	-6	-0.3	1	42	1.3	-1
CCC(CC)C(=O)NCc1ccc(OC)cc1	0	-11	-0.6	-8	9	-1.1	3	6	-0.6	3
CC(C)(C)c1ccc(C(=O)N/C(=C\c2cccs2)C(=O)N2CCOCC2)cc1	-10	-3	0.4	4	6	-0.4	0	2	-0.4	-1

Bioassay records: PubChem, several laboratories
